High-throughput results deposited in PubChem BioAssay by Sanford-Burnham Center for Chemical Genomics.
EBI2 block: EBI2 receptor antagonists, beta-arrestin recruitment, primary screen, cell-based, luminescence, 7a,25-OHC stimulation, uHTS. 7a,25-OHC stimulated. inhibition, % at 5 µM. actives 0.81% (n = 360,000); in the data active = inhibition above about 38%;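 note: enzyme fragment complementation signal reports receptor beta-arrestin coupling in cells; 0% = agonist plus DMSO wells and 100% = wells without agonist; some results beyond the cut were filed as inactive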
Target sequence (P32249 whole entry, looked up, the tested form may be a part): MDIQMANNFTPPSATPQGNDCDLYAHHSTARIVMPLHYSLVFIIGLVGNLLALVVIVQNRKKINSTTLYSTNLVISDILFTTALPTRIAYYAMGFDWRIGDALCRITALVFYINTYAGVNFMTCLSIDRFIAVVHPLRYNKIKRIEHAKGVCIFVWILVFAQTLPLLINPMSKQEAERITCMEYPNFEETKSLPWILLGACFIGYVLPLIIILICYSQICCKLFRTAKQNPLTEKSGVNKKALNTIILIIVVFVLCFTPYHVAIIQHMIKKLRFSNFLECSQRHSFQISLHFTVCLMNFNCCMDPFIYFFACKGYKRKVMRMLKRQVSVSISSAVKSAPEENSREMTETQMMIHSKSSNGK
APJ antagonist: antagonists of human apelin receptor APJ, primary screen, CHO-K1 cells, beta-arrestin complementation, luminescence | P35414 | inhibition, % at 20 µM | actives 0.32% (n = 330,000) | AID 2521, 2010;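 active = inhibition above about 40% at 20 µM, limit read from the data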;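 note: cells challenged with 10 nM apelin-13 agonist together with compound; plate controls were apelin-13 plus DMSO wells for no effect and DMSO wells lacking apelin-13 for full effect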
ATG4B inh: ATG4B protease inhibitors, primary screen, biochemical, fluorescence, uHTS; Cysteine protease ATG4B (Homo sapiens), Q9Y4P1; ATG4B cleavage of LC3-PLA2, NBD-HPC fluorescence, 1 h; inhibition, % at 8.33 µM; actives 0.51% (n = 340,000); in the data active = inhibition above about 40%
Target sequence (Q9Y4P1 whole entry, looked up): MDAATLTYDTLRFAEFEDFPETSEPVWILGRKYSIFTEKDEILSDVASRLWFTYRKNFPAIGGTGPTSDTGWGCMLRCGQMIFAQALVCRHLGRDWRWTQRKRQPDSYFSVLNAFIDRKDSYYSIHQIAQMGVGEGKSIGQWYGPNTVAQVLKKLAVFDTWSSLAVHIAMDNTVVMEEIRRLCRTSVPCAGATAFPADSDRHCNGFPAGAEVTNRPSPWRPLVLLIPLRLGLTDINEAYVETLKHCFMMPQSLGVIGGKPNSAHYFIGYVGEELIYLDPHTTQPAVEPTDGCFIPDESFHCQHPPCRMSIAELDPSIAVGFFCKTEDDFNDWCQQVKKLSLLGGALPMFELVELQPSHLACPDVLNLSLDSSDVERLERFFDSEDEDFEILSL
CXCR6 block: CXCR6 receptor inhibitors, primary screen, cell-based, beta-arrestin, luminescence, CHO-K1 PathHunter, 1536-well; C-X-C chemokine receptor type 6 (Homo sapiens), O00574; inhibition, % at 20 µM; actives 0.36% (n = 360,000); AID 602244, 2012; in the data active = inhibition above about 34%, passing the limit was not always enough;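 note: antagonist mode with CXCL16 agonist at 10 nM final; 0% = 10 nM CXCL16 with DMSO and 100% = unstimulated wells without agonist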
Gli-Sufu block: Gli-Sufu pathway antagonists, primary screen, luciferase luminescence, Sufu-KO-LIGHT cells, uHTS; Sufu-KO-LIGHT fibroblasts, Gli luciferase reporter luminescence; inhibition, % at 5 µM; actives 0.74% (n = 340,000); AID 588413, 2011;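 active = inhibition above about 55%, limit read from the data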;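 note: 0% = DMSO-treated cells and 100% = wells with medium but no cells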
UBC13 polyUb: UBC13 polyubiquitin chain formation inhibitors, primary screen, biochemical, TR-FRET, uHTS. Ubiquitin-conjugating enzyme E2 N (Homo sapiens), P61088. inhibition, % at 20 µM. actives 0.47% (n = 330,000). AID 485273, 2010; in the data active = inhibition above about 45%, passing the limit was not always enough
Target sequence (P61088 whole entry, looked up): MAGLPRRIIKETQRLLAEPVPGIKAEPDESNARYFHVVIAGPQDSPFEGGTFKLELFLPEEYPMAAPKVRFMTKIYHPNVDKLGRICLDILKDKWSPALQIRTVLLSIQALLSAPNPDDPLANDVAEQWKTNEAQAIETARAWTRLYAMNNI
APJ ag: agonists of human apelin receptor APJ, primary screen, CHO-K1 cells, PathHunter beta-arrestin, luminescence | P35414 | 0% DMSO wells, 100% apelin | activation, % at 20 µM | actives 0.11% (n = 330,000);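 active = activation more than six SD over the plate average, tested at 20 µM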;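 note: 0% = DMSO alone and 100% = apelin-13 at 10 nM; some results filed as inactive read as strong as hits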
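Test system: CHO-K1 APJ beta-arrestin complementation cell line | Compound: Single test compound dose, 20 µM final, 1% DMSO | Incubation: Compound 90 min 25 °C, reagent 1 h | Measured by: beta-gal luminescence | Read-out basis: APJ–arrestin association signal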
CCR6 antagonist: CCR6 receptor antagonists, primary screen, cell-based, CHO-K1, luminescence, beta-arrestin, uHTS; actives 0.49% (n = 340,000); CHO-K1 CCR6 PathHunter beta-arrestin, CCL20-stimulated; C-C chemokine receptor type 6 (Homo sapiens), P51684; inhibition, % at 20 µM; AID 493098, 2011;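 active = compounds whose inhibition of the agonist-driven luminescence signal at 20 µM reaches about 50%, limit read from the data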;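 note: cells stimulated with CCL20 at 14 nM final; plate controls were DMSO with CCL20 for no effect and DMSO without agonist for full effect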
* = called active by the depositor; x = no result given; & = joins results of further samples.

SMILES	EBI2 block	APJ antagonist	ATG4B inh	CXCR6 block	Gli-Sufu block	UBC13 polyUb	APJ ag	CCR6 antagonist
NNC(=O)c1nc[nH]c1C(=O)Nc1ccccc1[N+](=O)[O-]	-17.0	-9.8	1.2	-5.3	-7.2	-4.5	0.9	-0.1
COc1cccc(-n2c(COc3ccc(C)cc3)nnc2SCC(N)=O)c1	-0.9	-16.2	-2.3	2.6	-4.0	-8.3	-3.1	-13.4
O=C(NN1CCN(Cc2ccccc2)CC1)c1ccc(N2CCOCC2)c([N+](=O)[O-])c1	-7.1	-14.2	-2.6	1.4	16.5	-10.1	1.1	0.9
Cc1cccc(CN2CCN(Cc3ccc(-n4cccn4)cc3)CC2CCO)n1 (centres undefined)	-2.2	1.1	-4.1	0.5	5.3	4.9	-1.0	4.4
NS(=O)(=O)c1ccc(CCNC(=O)C(=O)NCC2OCCN2S(=O)(=O)c2cc(F)ccc2F)cc1 (centres undefined)	1.4	9.6	-4.9	-8.4	-30.7	-0.4	-2.2	11.7
COc1ccc(C(=O)N2CCN(c3ccc(C)cc3)CC2)cc1OC	16.9	-9.4	-9.0	2.0	29.8	9.3	0.5	-9.0
Cc1cc(=O)[nH]c(SCC(=O)N2CCCCCC2)n1	3.3	13.2	-16.9	-6.1	-155.7	-4.2	-2.1	5.5
C/C(=N/NC(=O)CNc1ccc(C)cc1)c1ccc(Cl)cc1	18.1	7.6	-0.2	-11.4	-1.2	-4.5	0.3	-8.0
Cc1cc(C)c(C)c(OCC(=O)NCc2nc(-c3ccccc3)no2)c1	3.4	16.9	2.5	3.9	-1.2	5.6	-3.7	12.8
COc1ccc(C(=O)N/N=C/c2ccc(OC)c(CN3CCc4cc(OC)c(OC)cc4C3C)c2)cc1 (centres undefined)	7.6	9.2	-5.0	1.0	9.6	-4.6	3.6	17.4
COc1cccc(NC(=O)CN(C)C(=O)c2cc(C3CC3)nn2-c2ccccc2)c1	-0.5	6.8	1.7	5.8	-13.8	-2.2	-1.2	13.0
COc1ccc(Cn2nnnc2C(c2cc3ccc(OC)cc3[nH]c2=O)N2CCCCCC2)cc1 (centres undefined)	-6.2	8.4	-1.7	-7.2	-1.8	7.2	-2.1	-7.6
COc1cc(S(=O)(=O)NC2CCCC2)ccc1Cl	-3.7	-4.5	4.4	2.7	1.6	1.3	-2.8	-16.4
O=C(Nc1ccc(NC(=O)c2ccccc2Cl)nc1)c1ccco1	3.6	4.7	-0.9	10.6	-6.5	-2.1	0.6	9.0
Cc1ccc2c(c1)N(C(=O)CCC(=O)Nc1ccccc1Br)CC(C)O2 (centres undefined)	3.1	-4.4	14.3	5.7	12.5	3.8	-1.9	7.8
C[C@H]1CN([C@@H](C)CO)C(=O)Cc2cc(NS(=O)(=O)c3cccs3)ccc2O[C@H]1CN(C)S(=O)(=O)c1cn(C)cn1	6.2	-3.6	3.0	4.6	-7.2	-5.7	-0.8	2.6
CN(C)C(=O)COc1ccc2c(-c3ccccc3)cc(=O)oc2c1	1.6	-9.5	0.2	6.3	-4.0	-4.5	-4.3	-4.4
c1csc(CNCc2ccncc2)c1	-0.8	5.8	-3.1	-4.7	18.4	8.5	-1.5	-8.6
COc1cc(/C=N/NC(=O)C(=O)NCC2CCCO2)ccc1OCC(=O)N1CCOCC1 (centres undefined)	-8.2	17.3	4.5	-4.2	-12.5	-5.6	-3.1	-9.5
O=C(Nc1cccc([N+](=O)[O-])c1)C1CC(=O)N(C2CCCCC2)C1 (centres undefined)	3.1	-14.0	-2.0	-0.8	-0.1	6.2	-3.6	11.3
CC(C)C(C)NC(=O)COc1ccc(S(=O)(=O)N2CCOCC2)cc1[N+](=O)[O-] (centres undefined)	-13.0	0.4	-0.6	-6.3	-0.9	-14.3	-1.5	-2.0
CCOc1ccc(/C=N/Nc2ccccn2)cc1	-3.0	1.7	-10.4	-4.4	-84.1	-13.8	-1.6	-7.9
CC(C)CNC(=O)COC(=O)c1c2c(nc3ccccc13)CCC2	-1.0	-8.6	1.3	0.0	-8.9	-3.6	-2.3	17.7
Cc1ccc(C)c(S(=O)(=O)N2CCN(C(=O)c3ccncc3)CC2)c1	5.7	3.9	-2.5	-3.5	-3.5	0.6	-6.4	-5.5
Clc1ccc(-c2csc(N/N=C/c3cccnc3)n2)c(Cl)c1	0.7	-20.0	0.7	-16.9	11.4	-3.0	1.6	13.4
CC(=O)c1ccc(-n2c(CCC(=O)O)ccc2-c2ccc(Br)cc2)cc1	-0.4	3.5	0.7	1.1	2.4	1.0	-0.8	4.7
Cc1nnc(SCC(=O)NCc2cccs2)[nH]c1=O	-16.3	1.4	-2.1	-3.6	-5.8	-0.6	0.0	4.2
Cc1ccc(S(=O)(=O)Oc2ccccc2)cc1	1.6	x	1.5	0.6	-7.5	x	x	7.9
COc1ccc(CCNC(=O)C2CCN(Cc3nc(-c4ccccc4F)oc3C)CC2)cc1OC	1.7	-9.2	1.6	-6.2	2.9	-27.2	3.3	4.8
NC(=S)N1OC[C@@H]2COc3ccc4ccccc4c3[C@@H]21	-8.4	-5.1	-8.6	-0.7	-29.1	3.8	-0.5	2.9
O=[N+]([O-])c1cc(S(=O)(=O)N2CCCC2)ccc1OCc1ccccc1	12.0	22.0	2.6	0.5	-9.4	-4.0	0.3	26.8
Brc1ccc(-c2n(-c3ccccn3)c3ccccc3[n+]2-c2ccccn2)cc1	-0.5	-1.8	-3.8	11.5	-6.9	-11.6	-3.0	1.3
O=C(NNC(=S)NCc1ccccc1)c1cccnc1	4.6	12.1	-3.6	3.3	2.4	-11.7	7.3	1.4
Brc1ccc(-n2cc(-c3ccccc3)c3c(NN4CCOCC4)ncnc32)cc1	23.5	-21.8	4.1	6.3	5.5	-1.3	1.2	12.2
O=C(O)c1cccc(N=NN2CCCCCC2)c1	3.1	9.2	5.8	-4.7	-146.1	1.0	0.2	-5.5
COc1ccc(C(C(=O)OC(C)CN(C)C)c2ccccc2)cc1 (centres undefined)	-0.4	6.3	5.1	-10.8	0.0	0.9	-1.6	-1.6
Cc1ccc(NC(=O)c2ccccc2Cl)cc1-n1cnnn1	-5.5	13.9	6.2	-0.6	-11.3	8.3	-3.0	1.5
O=C(Nc1ccc(-c2ccccc2)cc1)c1ccccc1	-1.3	20.3	2.8	4.6	2.1	4.6	-3.0	13.2
Cc1ccc(S(=O)(=O)N(C)C)cc1NC(=O)COC(=O)CCC1CCCC1	-0.8	-54.0	-6.4	9.8	-3.6	-6.5	4.9	6.8
Nc1nc(SCC(=O)Nc2cc(-c3ccccc3)nn2-c2ccccc2)n[nH]1	-0.3	7.2	-15.9	-1.1	-1.2	0.2	-5.1	-15.2
CN(C)CCN(C(=O)c1ccc2ccccc2c1)c1nc2c(F)cccc2s1	3.8	-1.1	24.3	3.9	-25.2	9.6	-4.3	19.3
Cc1ccsc1/C=N/NC(=O)Nc1ccccc1	0.1	-9.8	-1.2	-6.1	-84.0	1.3	-3.4	6.9
COC(=O)[C@@H](NC(=O)Nc1cccc(OC)c1)C(C)C	-5.3	18.8	7.1	-0.9	-1.9	6.4	-3.9	-5.0
CCCCN(C)C(=O)Cn1ncc2c3ccccc3n(CCC)c2c1=O	3.1	14.1	-5.9	-6.3	-2.2	4.2	-3.7	2.3
COc1ccc(N(CC(=O)NCCSc2ccccn2)S(=O)(=O)c2ccccc2)cc1Cl	25.2	0.6	-7.9	4.3	12.9	-3.6	0.9	12.0
O=C(COc1cc(F)ccc1[N+](=O)[O-])NCCN1C(=O)CSC1=O	-3.5	-1.5	1.5	0.6	-1.5	5.8	-4.0	7.2
CN(C)C(=O)Cn1c(=O)n(C)c2ccccc21	-4.1	-19.0	-1.9	4.3	2.0	5.2	0.0	10.4
O=C(O)c1cc(C(=O)O)c(-c2ccccc2)c(C(=O)O)c1	-8.5	7.4	4.5	2.5	4.3	-3.5	-2.2	-11.8

4 entries picked at random from those above, as already listed:
SMILES	EBI2 block	APJ antagonist	ATG4B inh	CXCR6 block	Gli-Sufu block	UBC13 polyUb	APJ ag	CCR6 antagonist
Cc1ccc(NC(=O)c2ccccc2Cl)cc1-n1cnnn1	-5.5	13.9	6.2	-0.6	-11.3	8.3	-3.0	1.5
CCCCN(C)C(=O)Cn1ncc2c3ccccc3n(CCC)c2c1=O	3.1	14.1	-5.9	-6.3	-2.2	4.2	-3.7	2.3
CN(C)C(=O)Cn1c(=O)n(C)c2ccccc21	-4.1	-19.0	-1.9	4.3	2.0	5.2	0.0	10.4
COC(=O)[C@@H](NC(=O)Nc1cccc(OC)c1)C(C)C	-5.3	18.8	7.1	-0.9	-1.9	6.4	-3.9	-5.0

Further entries follow.
SMILES	EBI2 block	APJ antagonist	ATG4B inh	CXCR6 block	Gli-Sufu block	UBC13 polyUb	APJ ag	CCR6 antagonist
Cc1ccnc(SCC(=O)N2CCCc3ccccc32)n1	-4.0	-7.4	-8.0	0.7	-3.7	4.4	-2.9	7.6
O=C1C=C(c2cccs2)C[C@H](c2ccccc2)[C@H]1n1nnc([N+](=O)[O-])n1	22.9	-16.7	3.8	6.3	-0.5	-14.1	4.0	-13.8
COc1ccccc1CNC(=O)C1CC(=O)N(c2ccc(C)c(C)c2)C1 (centres undefined)	3.3	-10.7	-8.4	-4.9	1.2	1.8	4.0	1.7
CN(C(=O)COC(=O)/C=C/c1ccccc1[N+](=O)[O-])c1ccccc1	9.5	-19.4	5.9	-6.3	-17.9	-11.7	-3.1	16.0
O=S(=O)(Nc1nc(-c2sccc2Cl)cs1)c1cc(Cl)ccc1Cl	0.9	20.0	87.9*	11.1	11.0	-27.1	-4.5	-6.4
COc1ccc(C2C([N+](=O)[O-])=C(C)N(C)C(=O)N2C)cc1OC (centres undefined)	0.6	-5.0	-1.2	3.2	7.8	-0.9	-1.8	-0.7
CC1CCCN(C(=O)CSc2nnc(-c3ccc(S(=O)(=O)N4CCOCC4)cc3)n2C)C1 (centres undefined)	-0.9	13.4	-0.7	2.4	6.4	-6.7	-1.9	-5.9
O=C(O)CCCC(=O)Nc1ccc(Br)cc1C(=O)O	-6.5	4.9	-3.0	-7.9	-6.3	1.9	2.9	-5.5
O=C(COC(=O)C12CC3CC(CC(O)(C3)C1)C2)Nc1ccc(Cl)c(S(=O)(=O)N2CCOCC2)c1	-5.9	5.4	-8.3	-0.7	-2.7	5.6	-1.0	-11.2
COc1ccc(C(C)(C)C)cc1NC(=O)CCCN1C(=O)CN(C)C1=O	-3.3	-2.5	-7.0	-5.5	-8.8	-5.1	-1.7	3.1
COc1ccc(-c2cn(-c3ccccc3)c3[n+]2CCS3)cc1	3.4&-2.2	12.1&6.2	-4.3&-3.5	1.3&-3.2	80.7*	1.6&-3.4	2.5&-2.2	5.0&3.7
COc1ccc(NC(=O)CN(c2ccc(Cl)cc2)S(C)(=O)=O)cc1OC	-3.4	17.1	-6.6	-1.5	2.2	1.9	-2.1	3.6
Cc1nn(-c2ccccc2)c(Cl)c1/C=N/N1CCN(c2ccccn2)CC1	-5.7	9.6	-4.6	5.5	-10.5	-0.1	-2.0	11.2
COC(C/C=C\[C@H](O)[C@H](C)OCc1ccccc1)OC	-17.1	-58.5	-6.7	-8.9	3.9	-4.6	1.5	1.6
C/C(CC(=O)Nc1cccc(C(F)(F)F)c1)=N\NC(=O)C(=O)NCC(C)C	2.2	-1.1	-8.1	-3.8	2.4	1.9	-2.1	10.8
CCCc1cc(=O)[nH]c(SC(C)C(=O)Nc2ccc3c(c2)OCCO3)n1 (centres undefined)	-4.9	1.9	-3.5	5.4	-0.8	-0.4	-3.0	8.0
